GDH-TPI inh: GDH-TPI coupling enzyme inhibitors, primary screen, artefact control for M. tuberculosis FBA inhibitor project, biochemical, absorbance, full deck | 360,000 tested, 1.2% active | inhibition, % at 4.8 µM | GDH-TPI coupled enzyme counterscreen, NADH absorbance; in the data active means inhibition above about 30%;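 further: 0% = DMSO wells and 100% = wells lacking the enzyme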
Rv3671c protease: Rv3671c serine protease inhibitors, primary screen, biochemical, fluorescence polarization, M. tuberculosis H37Rv. P9WHR9. inhibition, % at 5.96 µM. 320,000 tested, 0.048% active. AID 2606, 2010; in the data active means inhibition above about 38%;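 further: extracellular domain of Rv3671c used as enzyme; 0% = enzyme with DMSO and 100% = no enzyme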
SSB-PriA inh: inhibitors of Klebsiella pneumoniae PriA binding to SSB C-terminal tail, primary screen, biochemical, AlphaScreen. AlphaScreen SSBct-PriA binding, biotinylated peptide. inhibition, % at 33 µM. 430,000 tested, 0.6% active. AID 1272365, 2023; in the data active means inhibition mostly above about 37%, no sharp cut-off; inactive means mostly below about 20%;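 further: plate controls were negative control peptide for no effect and reference peptide for full effect; strong numbers were not always called active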
FBA Mtb inh: Mtb FBA enzyme inhibitors, primary screen, biochemical, fluorescence, strain H37Rv; purified M. tuberculosis FBA, fluorescence read-out; inhibition, % at 1 µM; 360,000 tested, 2.3% active; AID 588726, 2011; in the data active means inhibition above about 27%;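 further: 0% = vehicle and 100% = reference inhibitor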
Target sequence (P9WQA3 whole entry, looked up): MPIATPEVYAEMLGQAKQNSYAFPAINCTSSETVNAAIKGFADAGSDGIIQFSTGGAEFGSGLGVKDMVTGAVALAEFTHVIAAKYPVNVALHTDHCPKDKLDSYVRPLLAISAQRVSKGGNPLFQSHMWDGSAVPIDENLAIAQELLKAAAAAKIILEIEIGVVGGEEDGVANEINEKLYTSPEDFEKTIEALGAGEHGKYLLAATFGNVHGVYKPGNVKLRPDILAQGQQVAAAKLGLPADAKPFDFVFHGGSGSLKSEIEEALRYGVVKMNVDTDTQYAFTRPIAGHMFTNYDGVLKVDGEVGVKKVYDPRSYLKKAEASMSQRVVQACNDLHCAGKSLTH
VHR inh abs: VHR1 phosphatase inhibitors, primary screen, biochemical, absorbance, uHTS; recombinant VHR phosphatase, pNPP absorbance; inhibition, % at 13.3 µM; 290,000 tested, 0.52% active; AID 1654, 2009; in the data active means inhibition above about 50%; further: some compounds called inactive have numbers as strong as hits
Target sequence (P51452 whole entry, looked up): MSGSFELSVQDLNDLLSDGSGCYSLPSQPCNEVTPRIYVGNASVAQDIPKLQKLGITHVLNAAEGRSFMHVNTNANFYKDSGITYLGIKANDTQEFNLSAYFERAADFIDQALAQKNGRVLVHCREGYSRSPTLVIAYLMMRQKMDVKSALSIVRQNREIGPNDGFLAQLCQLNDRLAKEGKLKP
BH1578 lux ind: inducers of Vibrio cholerae quorum light production without autoinducers, primary screen, BH1578 luxS cqsA deficient, single point; V. cholerae BH1578 lux reporter, luminescence, 6 h; activation, % at 18.7 µM; 350,000 tested, 0.16% active; AID 588436, 2011; in the data active means activation mostly above about 9.7%, no sharp cut-off; further: not every result past the cut was called active; inactives centre near 0; reference of the scale not given here
3CLpro inhibitor: SARS-CoV 3CLpro protease inhibitors, primary screen, biochemical, quenched FRET | recombinant SARS-CoV 3CLpro, quenched FRET peptide cleavage | 290,000 tested, 0.14% active | inhibition, % at 6 µM; in the data active means inhibition above about 12%
Mtb BioA inh: M. tuberculosis BioA enzyme inhibitors, primary screen, biochemical, plate reader, single point, HTS; 360,000 tested, 0.096% active; purified M. tuberculosis BioA enzyme; 7,8-diaminopelargonic acid synthase BioA (Mycobacterium tuberculosis); inhibition, % at 9.99 µM; in the data active means inhibition above about 40%
MazF activator: activators of E. coli MazEF toxin-antitoxin RNase, primary screen, biochemical, fluorescence, uHTS; Endoribonuclease toxin MazF (Escherichia coli (strain K12)), P0AE70; activation, % at 20 µM; AID 504720, 2011; FAM/BHQ RNA-DNA oligo cleavage fluorescence, 5 h; 350,000 tested, 0.32% active; in the data active means activation above about 50%
Target sequence (P0AE70 whole entry, looked up): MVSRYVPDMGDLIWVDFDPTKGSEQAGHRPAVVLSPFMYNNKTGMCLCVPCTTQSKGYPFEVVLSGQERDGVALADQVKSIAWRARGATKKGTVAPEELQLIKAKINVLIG
UGM FP inh: M. tuberculosis UGM enzyme inhibitors, primary screen, biochemical, fluorescence polarization, single point; inhibition, % at 10 µM; purified UGM, fluorescence polarization probe displacement; UDP-galactopyranose mutase (Mycobacterium tuberculosis (strain ATCC 25618 / H37Rv)), …; 320,000 tested, 0.06% active; in the data active means inhibition above about 10%, passing the limit was not always enough
Numbers without * were called inactive; i = inactive; · = not tested or not shown. Some of the compounds tested. The share of hits here may be higher or lower than overall.

SMILES	GDH-TPI inh	Rv3671c protease	SSB-PriA inh	FBA Mtb inh	VHR inh abs	BH1578 lux ind	3CLpro inhibitor	Mtb BioA inh	MazF activator	UGM FP inh
CCOc1ccc(-n2c(=O)c3sccc3n(Cc3ccc(C)cc3)c2=O)cc1	-5	0	-9	4	29	-0.9	1	·	1	-1.3
CC(C)Oc1ccccc1-c1nc(SCC(=O)O)n[nH]1	12	-7	-7	-2	-4	·	3	0.0	0	0.3
COc1cc(C(=O)Nc2ccc(Cl)c(C(F)(F)F)c2)cc(OC)c1OC	6	-65	-14	3	10	i	6	0.3	0	-0.1
CC(C)C[C@@H](CN1CCCC1CN1C(=S)NC[C@@H]1Cc1ccc(O)cc1)N1C[C@H](Cc2ccccc2)N(CC2CCCCC2)C1=S (some centres undefined)	-4	·	-5	2	·	-0.8	·	-1.1	-4	·
O=c1c2sc(-c3ccccc3)cc2nc2n1CCCCC2	-5	-2	-22	0	5	-0.6	6	0.5	8	-1.8
Cc1nn(C)cc1C(C(=O)NC1CCCCC1)N(C(=O)Cn1nnc2ccccc21)c1ccc(F)cc1 (centres undefined)	9	6	1	1	11	-7.1	3	-0.6	13	-0.4
Fc1ccc(NC(=S)NCCc2ccc(Cl)cc2)cc1	7	-7	-4	1	7	i	-4	1.8	2	0.5
C=C(C)CN(CC)c1nc(N)c2c(N)nc3c(c2c1C#N)CC(=O)N3C12CC3CC(CC(C3)C1)C2	5	-20	7	-5	33	-3.2	1	-0.9	-21	0.6
O=C(Nc1ccc(Oc2ccccc2)cc1)c1csc([C@@H]2C[C@H](O)[C@@H](CO)O2)n1	-4	·	·	0	·	0.3	·	0.8	·	·
Cn1ncc(Cl)c1C(=O)Nc1ccc2c(c1)CCC2	-2	9	-11	-1	21	i	5	-0.8	-5	-0.4
Cc1cccc2cc(C#N)c(SCC(=O)N3CCC(C)CC3)nc12	12	-2	-3	2	11	-0.5	3	-2.7	7	-1.2
COc1ccc(NC(=O)N(C)[C@H]2C[C@H]3c4[nH]c5ccccc5c4CCN3C(=O)[C@H]2CO)cc1	-14	·	·	4	·	i	·	13	-5	·
CN1CCN(CCC2Oc3cc([N+](=O)[O-])ccc3NC2=O)CC1 (centres undefined)	6	-1	0	-4	13	i	1	·	13	2.6
COC(=O)C1=C(c2cccc(OC)c2OC)C[C@@H]2CC[C@H]1N2C(=O)NC1CC1	-4	3	-7	-1	·	i	·	-0.6	6	1.7
Cc1cc(C)n2nc(SCC(=O)NC(=O)c3ccccc3Cl)nc2n1	2	8	-15	-1	·	-0.2	·	2.7	-14	1.4
CCOc1ccc2oc(C(=O)NCC(c3ccco3)N(C)C)c(C)c2c1 (centres undefined)	2	·	2	19	·	i	·	-0.8	3	·
C1=CN2CCC1C(c1ccccc1)C2 (centres undefined)	3	7	2	1	7	i	-4	·	-2	-1.7
Nc1nonc1-n1nnc(C(=O)N/N=C/c2ccc(OCc3ccccc3)cc2)c1CN1CCCCC1	6	-9	·	2	-4	-0.2	4	-0.7	2	0.3
CC(C)C1C(=O)N(Cc2cn(Cc3ccco3)nn2)CCS(=O)(=O)N1Cc1ccc(-c2ccc(Cl)c(Cl)c2)cc1 (centres undefined)	-7	·	·	1	·	-0.4	·	1.6	0	·
Cc1n[nH]c(=S)n(NC(=O)/C=C/C(=O)Nn2c(=S)[nH]nc(C)c2=O)c1=O	11	·	2	-3	24	-0.5	-1	·	-8	·
Cc1ccc(S(=O)(=O)CCC(=O)OCC(=O)NC(N)=O)cc1	11	6	-7	1	6	-0.1	6	·	6	-0.2
CC(C)(C)OC(=O)N1CCC(CNC(=O)c2ccc(F)cc2)CC1	-7	6	-18	0	21	i	2	0.2	8	-5.6
COc1ccc2[nH]c3c(c2c1)CCN1C(=O)C(CC(=O)NCCN2CCOCC2)C[C@H](C(=O)N2CCOCC2)[C@@]31C (some centres undefined)	8	·	-14	3	·	i	·	0.6	7	·
Cc1cc(NC(=O)CSCc2nc(-c3cccc(F)c3)oc2C)no1	-9	6	-17	3	34	-0.2	-4	0.1	2	-1.3
CCOC(=O)c1ccc(Nc2c(CC)c(C)nc3ncnn23)cc1	32*	0	-13	1	16	-1.4	-4	3.6	4	2.7

Compound profiles (already shown):
Cc1nn(C)cc1C(C(=O)NC1CCCCC1)N(C(=O)Cn1nnc2ccccc21)c1ccc(F)cc1 (centres undefined) as listed: GDH-TPI inh = 9; Rv3671c protease = 6; SSB-PriA inh = 1; FBA Mtb inh = 1; VHR inh abs = 11; BH1578 lux ind = -7.1; 3CLpro inhibitor = 3; Mtb BioA inh = -0.6; MazF activator = 13; UGM FP inh = -0.4
COC(=O)C1=C(c2cccc(OC)c2OC)C[C@@H]2CC[C@H]1N2C(=O)NC1CC1 as listed: GDH-TPI inh = -4; Rv3671c protease = 3; SSB-PriA inh = -7; FBA Mtb inh = -1; VHR inh abs = ·; BH1578 lux ind = i; 3CLpro inhibitor = ·; Mtb BioA inh = -0.6; MazF activator = 6; UGM FP inh = 1.7

Quoted at random: 4 compounds from above
SMILES	GDH-TPI inh	Rv3671c protease	SSB-PriA inh	FBA Mtb inh	VHR inh abs	BH1578 lux ind	3CLpro inhibitor	Mtb BioA inh	MazF activator	UGM FP inh
CC(C)Oc1ccccc1-c1nc(SCC(=O)O)n[nH]1	12	-7	-7	-2	-4	·	3	0.0	0	0.3
CN1CCN(CCC2Oc3cc([N+](=O)[O-])ccc3NC2=O)CC1 (centres undefined)	6	-1	0	-4	13	i	1	·	13	2.6
CC(C)(C)OC(=O)N1CCC(CNC(=O)c2ccc(F)cc2)CC1	-7	6	-18	0	21	i	2	0.2	8	-5.6
Cc1cc(C)n2nc(SCC(=O)NC(=O)c3ccccc3Cl)nc2n1	2	8	-15	-1	·	-0.2	·	2.7	-14	1.4

Some of the entries so far, with each value named:
> Cn1ncc(Cl)c1C(=O)Nc1ccc2c(c1)CCC2
  GDH-TPI inh: -2; Rv3671c protease: 9; SSB-PriA inh: -11; FBA Mtb inh: -1; VHR inh abs: 21; BH1578 lux ind: i; 3CLpro inhibitor: 5; Mtb BioA inh: -0.8; MazF activator: -5; UGM FP inh: -0.4
> Cc1cccc2cc(C#N)c(SCC(=O)N3CCC(C)CC3)nc12
  GDH-TPI inh: 12; Rv3671c protease: -2; SSB-PriA inh: -3; FBA Mtb inh: 2; VHR inh abs: 11; BH1578 lux ind: -0.5; 3CLpro inhibitor: 3; Mtb BioA inh: -2.7; MazF activator: 7; UGM FP inh: -1.2

Following part.
SMILES	GDH-TPI inh	Rv3671c protease	SSB-PriA inh	FBA Mtb inh	VHR inh abs	BH1578 lux ind	3CLpro inhibitor	Mtb BioA inh	MazF activator	UGM FP inh
O=C(NC(=S)Nc1cc(Cl)ccc1N1CCOCC1)c1ccc(-c2cccc(Cl)c2)o1	6	-9	-2	3	18	-0.2	0	-3.0	-2	-0.6
COC(=O)c1nc(-n2nc(C)cc2C)ccc1Cl	15	-3	-16	2	30	-0.4	4	·	2	·
CCOC(=O)C1(Cc2cccc(F)c2)CCN(C(=O)Cc2cccnc2)CC1	8	-1	-6	-2	22	i	3	·	-1	1.7
CCN(CC)C(=O)CCC(=O)Nc1ccc(C(=O)OC)cc1	10	3	-5	3	3	1.3	-3	0.3	2	2.0
CCOc1ccccc1NC(=O)CN1C(=O)C(=O)N(Cc2ccco2)C1=O	0	8	-2	6	9	1.7	8	-0.2	0	-2.2
Cc1ncoc1C(=O)Nc1cccc(Cl)c1C	-5	-5	-3	1	13	-0.2	-3	·	0	3.4
Cc1nn(C)c(Oc2ccccc2)c1[N+](=O)[O-]	-13	-3	-5	5	-2	0.4	0	0.2	2	-1.5
Cc1cc(O)c(C(=O)/C=C/c2cccc([N+](=O)[O-])c2)c(=O)o1	14	6	-5	2	0	i	2	1.5	-3	-0.7
COc1cc2c(cc1OC)C(c1cccs1)CC(=O)N2 (centres undefined)	-2	-4	6	5	4	-0.4	1	-0.2	-4	0.9
Cc1ccc(-c2nnn(CC(=O)N3CCC(C)CC3)n2)o1	1	2	-2	3	-17	i	0	·	8	2.7
C=CCNc1nc(N)c([N+](=O)[O-])c(NC2CCCCC2)n1	12	-2	-2	1	9	-0.6	-2	-0.1	5	-1.7
CCCc1cc(=O)[nH]c(SCC(=O)c2c(N)n(C)c(=O)n(C)c2=O)n1	3	15	-4	0	22	i	2	-1.1	45	-2.0
Cn1c(O)c(N=NC(=O)CNC(=O)/C=C/c2ccccc2)c2ccccc21	13	2	0	-7	-17	-0.6	-2	1.8	-14	1.7
C=CCNC(=O)c1cccc(C(F)(F)F)c1	0	0	-22	2	18	-2.5	2	-2.4	0	2.2
Cc1cccn2c(=O)c(/C=N/O)c(N3CCCC3)nc12	17	0	·	1	27	0.5	2	·	4	6.1
Cc1cc(C(c2ccc(O)cc2)c2cc(C)c(O)cc2C)c(C)cc1O	4	-12	6	0	16	-0.4	-5	-0.7	14	2.8
Cc1ccc2c(c1)sc(-c1ccc(N(C)C)cc1)[n+]2C	5	-12	-8	20	-5	-0.4	-7	·	4	1.0
CN(C)CCCNCCCNC(=O)c1ccncc1	5	7	-7	0	2	i	1	-2.7	2	-1.5
CCc1nc(C)cn1S(=O)(=O)c1cc(F)ccc1OC	-1	8	-5	0	21	-0.2	-2	·	7	-2.7
Clc1ccc(Cn2nnc(-c3ccccc3)n2)cc1	-2	-2	-17	1	9	i	4	-1.6	-7	-0.7
Nn1c(COc2cccc(Cl)c2)nc2ccccc2c1=O	4	-4	-18	2	-1	-0.3	-1	·	3	-4.1
O=C1NC(c2ccccc2)N=C2Oc3ccccc3C=C12 (centres undefined)	17	·	-9	18	·	i	·	·	-8	·
CCOc1ccc(NC(=O)c2ccccn2)cc1	1	-5	-19	0	-2	i	-2	·	10	-2.6
CC(=O)Nc1nonc1-n1nnc(C(=O)NCc2ccccc2)c1C	5	6	-7	0	1	i	6	0.4	3	2.9
COc1ccc(S(=O)(=O)N2CCOC2CNC(=O)C(=O)NCc2ccccn2)cc1OC (centres undefined)	11	·	·	0	·	-0.7	·	0.5	4	·
Cc1ccc(CN2CCN(/N=C/c3ccc(C(=O)O)cc3)CC2)c(C)c1	12	8	·	-1	8	i	3	·	-15	1.8
C/C(N)=C(/C#N)C(=O)COC(=O)C1CCN(C(=O)c2ccc(Cl)cc2)CC1	-5	-9	0	-1	22	i	-2	·	6	0.5

Screening data from PubChem.
